ERK EGF inh: qHTS Assay for Inhibitors of the ERK Signaling Pathway using a Homogeneous Screening Assay; Stimulation with EGF; HEK293-V1b, EGF-stimulated phospho-ERK AlphaScreen; Potency, µM (top dose mostly 11.5 µM), for the others: at the top dose activity change, negative = inhibition, most hits filed as inhibitors; 130,000 tested, 0.41% active; AID 1454, 2008; active = well fitted inhibition curve with a large enough effect; inconclusive = small, poorly fitted or top-dose-only effect, or effect the other way;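 note: plate controls were stimulated vehicle wells for no effect and unstimulated vehicle basal for full effect; nearly all actives have a fitted effect of over 55% in size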
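EGF-stimulated (25 nM, 5 min) phospho-ERK in HEK293 cells stably expressing V1b, cells pretreated 30 min with compound at 37C. Homogeneous AlphaScreen read on lysates.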
* = called active by the depositor; u = inconclusive; & = joins results of further samples; [ ] = dose if it differs, or a comment. Potency is the fitted concentration of half-maximal effect. Not all compounds are listed (hit frequency here may not be typical).

ERK EGF inh	molecule
u	Cc1c(N2C(=O)/C(=C\C3CC=CCC3)SC2=S)c(=O)n(-c2ccccc2)n1C (stereo not drawn)
3%	CCOC(=O)C(=O)NNc1ccc(Cl)cc1
-4%	COCCNC(=O)c1cc2c(-c3ccccc3F)nn(C)c2s1
-5%	Cc1ccc(NC(=O)CCC(=O)NNC(=O)c2ccccc2Cl)c(C)c1
0%	COc1ccc(CC(=O)OC(C)CN2CCOCC2)cc1 (stereo not drawn)
5%	CC(NC(=O)COC(=O)c1ccccc1Nc1ccccc1)c1ccccc1 (stereo not drawn)
-14%[57.5 µM]	CC(=O)n1cc([C@@H]2C=C(C(=O)NCc3ccccc3)O[C@H](OCc3ccc(CO)cc3)C2)c2ccccc21
-6%	CC(On1c(-c2ccccc2)nc2ccc(Cl)cc21)C(=O)O (stereo not drawn)
-8%[57.5 µM]	CCOC(=O)c1c(NC(=S)NC)sc2c1CCCC2
1%[57.5 µM]	O=C(/C=C/c1ccco1)N1CCN(S(=O)(=O)c2cccs2)CC1
0%	O=C(CNC(=O)c1cccs1)OCC(=O)c1ccc(Br)cc1
-1%	Cc1cc2nc(-c3ccc(SCC(=O)Nc4ccc(S(=O)(=O)N5CCCC5)cc4)nc3)[nH]c2cc1C
11%	O=C(c1ccncc1)N1CCC2(CCN(Cc3ccncc3)CC2)CC1
1%	CCN(CC)CCOC(=O)C(c1ccccc1)C1CCCCC1 (stereo not drawn)
0%	N#C/C(=C/c1ccc(-c2ccc(C(=O)O)c(Cl)c2)o1)C(=O)NCC1CCCO1 (stereo not drawn)
-7%[57.5 µM]	COc1ccc(C)cc1NC(=O)N1CCCc2ccccc21
-8%[57.5 µM]	CCOc1ccccc1NC(=O)COC(=O)c1cc[n+]([O-])cc1
6%	CC1CCc2nn(CC(=O)NCc3ccco3)cc2C1 (stereo not drawn)
-11%	COc1ccc(/C=N/S(=O)(=O)c2ccccc2)cc1OC
13%[57.5 µM]	COc1ccc(/C=C/c2nnc(NC(=O)CSc3ccc(C)cc3)s2)cc1
-4%	CC(CCc1ccccc1)NC(=O)c1ccc2nc(N3CCOCC3)sc2c1 (stereo not drawn)
-4%	O=C(CSc1nn(-c2ccccc2)c(=S)s1)Nc1ncccn1
2%	O=C(CCN1C(=O)C2C3C=CC(C3)C2C1=O)N1CCCCC1 (stereo not drawn)
-2%[57.5 µM]	COc1ccccc1OCCNC(=O)C(=O)c1c[nH]c2ccccc12
-5%	CCOc1ccc(C(=O)N[C@H](C(=O)Nc2ccc(OC)c(S(=O)(=O)N3CCOCC3)c2)C(C)C)cc1
u	CCN(CC)S(=O)(=O)c1cccc(NC(=O)c2ccc(SC)cc2OC)c1
8%	COc1ccc(OCC(=O)NNC(=O)Cc2coc3cc(OC)ccc23)cc1
-3%	COc1cc(N2CCCC2)ccc1C=O
-5%	CC(=O)N1CCN(C(=O)c2cc(C)nc3ccccc23)CC1
6%	COc1ccc(/C=C/C(=O)O)cc1S(=O)(=O)N1CCCc2ccccc21
-8%[57.5 µM]	CCCc1n[nH]c(=S)n1Cc1ccco1
-1%	CC(=O)Nc1ccc(/C(C)=N/NC(=O)C2CC2c2ccccc2)cc1 (stereo not drawn)
-6%	C#CCNC(=O)c1cccn1-c1ncc(C(F)(F)F)cc1Cl
2%	Fc1ccccc1Cc1noc(CN2CCCC(CN3CCOCC3)C2)n1 (stereo not drawn)
u	O=C(CSc1nc(-c2ccccc2)cs1)Nc1ccccc1[N+](=O)[O-]
u	O=c1c(O)cccc2cc(O)c(O)c(O)c12
-12%[57.5 µM]	Cn1c(=O)[nH]c(=O)c2c1nc(NC1CCCCC1)n2CCO
9%	CCOC(=O)C(NC(=O)Nc1ccc(F)cc1F)(Oc1ccccc1)C(F)(F)F (stereo not drawn)
-7%	CCOC(=O)C1CCC(CNCc2ccccc2C)CC1 (stereo not drawn)
13%[57.5 µM]	CC(C)(C)OC(=O)N1CCC[C@H]1C(=O)N/N=C/c1cccc2nccnc12
-17%	COc1ccc(C2(c3ccc(OC)cc3)NC(=O)N(Cn3nnc4ccccc4c3=O)C2=O)cc1
11%[57.5 µM]	COc1cc(/C=N/NC(=O)CCn2nc(C)cc2C)ccc1O
-3%[57.5 µM]	COc1ccc(Cc2nnc(Nc3ccccc3OC)[nH]c2=O)cc1
-13%	O=C(CSc1n[nH]c(=O)n1C1CC1)NCc1ccccc1Cl
-5%	O=C(O)c1ccc(NS(=O)(=O)c2ccc3c(c2)OCCCO3)cc1
-9%	O=C(COc1ccc(F)cc1)N(c1ccccn1)C1CCCCC1
7%	Oc1ccc(-c2csc(-c3c[nH]c4ccccc34)n2)c(O)c1
-2%	C=C(C)CNC(=S)NNC(=O)CCn1c2ccccc2c2ccccc21
-2%	CC(C)(C)N(Cc1ccccc1)C(=O)CCc1ccccc1
-5%[57.5 µM]	CC#C[C@]1(O)CC[C@H]2[C@@H]3CCC4=CC(=O)CCC4=C3[C@@H](c3ccc(N(C)C)cc3)C[C@@]21C
-10%	Cc1cnc(CN(C)Cc2nc(Cc3cccc(C(F)(F)F)c3)no2)[nH]1
5%[57.5 µM]	O/N=C1\CCCc2c1nc(-c1ccccc1F)n2O
-1%	Cc1ccc(S(=O)(=O)Nc2cc(S(=O)(=O)N3CCCCC3)ccc2N2CCOCC2)cc1
23%&-6%	O=C(O)C1=CCCN(CCON=C(c2ccccc2)c2ccccc2)C1
-3%	CN1CCCN(C(=O)C2CCC(C(=O)N3CCCN(C)CC3)CC2)CC1 (stereo not drawn)
-7%	O=C(CCSCc1ccc(Cl)cc1)NCc1cccs1

Other compounds follow.
ERK EGF inh	molecule
1%	COc1ccc(Cc2nc3ccccc3n2CC(=O)N/N=C/c2ccccc2)cc1OC
-1%	Cc1[nH]nc(SCC(=O)NCC(C)C)c1[N+](=O)[O-]
6%[57.5 µM]	COc1cc2c(c(OC)c1OC)C(=O)CC2
0%[57.5 µM]	Cc1ccc(NC(=O)N(CCC(=O)O)Cc2ccccc2)cc1
-2%	COc1ccc(CCNC(=O)C23CCC(C)(C(=O)O2)C3(C)C)cc1OC (stereo not drawn)
3%	O=C1CN(C(=O)COC(=O)CNS(=O)(=O)c2ccccc2)c2ccccc2N1
-9%	S=C(c1ccc(N2CCCC2)c(Br)c1)N1CCCCC1
5%[57.5 µM]	CC(C(=O)NCC1CCCO1)N1C(=O)C2C3CC(C(Br)C3Br)C2C1=O (stereo not drawn)
2%	O=C(CN1CCN(S(=O)(=O)c2ccc(Br)cc2)CC1)N/N=C/c1cc([N+](=O)[O-])ccc1Cl
6%[57.5 µM]	Nc1nc(Nc2cccc(Cl)c2)n[nH]1
9%	COc1ccc(NC(=S)N2CCN(Cc3cccc(F)c3)CC2)c(OC)c1
-5%[57.5 µM]	Cc1ccc(S(=O)(=O)N(C)C)cc1NC(=O)COC(=O)c1ccc2c(c1)NC(=O)CS2
0%[57.5 µM]	C#Cc1ccc([C@@H]2C=C(C(=O)NCc3ccccc3)O[C@H](OCc3ccc(CO)cc3)C2)cc1
7%	COc1c(F)c(F)c(C(=O)Nc2ccc(NC(=O)Cc3ccccc3)cc2)c(F)c1F
13%	CCN(CC)c1ccc(NC(=O)COC(=O)CSc2ccc(Br)cc2C)cc1
8%	Cc1[nH]c2ccc(-c3n[nH]c(=S)n3-c3ccccc3)cc2c1C
4%	Cc1ccc(Oc2nc(-c3cccnc3)nc3ccccc23)c([N+](=O)[O-])n1
-2%	O=C(O)c1ccc(N2C(=O)CC(SC(=Nc3ccccc3)Nc3ccccc3)C2=O)cc1 (stereo not drawn)
0%[57.5 µM]	COC(=O)c1oc2c(c1C)C(=O)CCC2
4%	Cc1ccc(-n2ncc3c(NNC(=O)c4cccs4)ncnc32)cc1
-8%	CC(C)(CNC(=O)c1ccc(S(=O)(=O)N2CCCC2)cc1)N1CCOCC1
34%	CC1CN(S(=O)(=O)c2ccc(C(=O)Nc3sc4c(c3C(N)=O)CCN(C)C4)cc2)CC(C)O1 (stereo not drawn)
12%[57.5 µM]	CN1C(N)=NC(=O)/C1=C/c1ccc(F)cc1
u	C=CCOC(=O)C(C#N)c1nc2ccccc2nc1N1CCN(c2ccccc2OCC)CC1 (stereo not drawn)
2%	O=C(Nc1ccccn1)c1ccc2c(c1)OCO2
-2%[57.5 µM]	O=C(Nc1cccc(Cl)c1)Nc1csc([N+](=O)[O-])c1
0%[57.5 µM]	O=C(/C=C/c1cccc(O)c1)c1cccnc1
5%[57.5 µM]	Cc1ccc(S(=O)(=O)Nc2ccc3c(c2)nc(C)n3C)cc1
6%[57.5 µM]	CC(C)NC(=O)N(Cc1ccccc1)Cc1cccs1
u	Cc1nc2cnc(N(C)C)nc2n(Cc2ccc(F)cc2)c1=O
0%	CC(C)C[C@H](NC(=O)Nc1cccc(Br)c1)C(=O)O
-5%	CCN(CC)S(=O)(=O)c1ccc(N2CCOCC2)c(NC(=O)c2cc([N+](=O)[O-])ccc2Cl)c1
6%	CS(=O)(=O)c1nc(-c2ccccc2)cc(C(F)(F)F)n1
9%[57.5 µM]	O=c1nc(SCc2c(F)cccc2Cl)nc(-c2ccccc2)[nH]1
0%	CC(C)(C)Cc1nnc(NC(=O)Cc2ccc([N+](=O)[O-])cc2)s1
0%[57.5 µM]	O=C(O)C1CCN(C(=O)c2csc(-c3ccc4c(c3)CCO4)n2)CC1
-10%[57.5 µM]	Cc1ccn(CCC(=O)O)n1
-1%	CCNC(=O)CSc1nnc(CN2CCCCCC2=O)n1-c1ccccn1
5%	CC(=O)c1cnc2c(-c3ccccc3)c(C)nn2c1C
1%	Cc1cc(C)c(OCC(=O)OCCNC(=O)c2cccnc2)c(C)c1
0%	O=C(Nc1cccnc1)c1ccc2c(c1)C(=O)N(CC1CCCO1)C2=O (stereo not drawn)
7%	Cc1cccc(C(=O)N[C@H](C(=O)OCC(=O)NC2CCS(=O)(=O)C2)C(C)C)c1 (stereo partly drawn)
4%	COc1ccc(C2NC(=S)NC(C)=C2C(=O)c2ccccc2)cc1OC (stereo not drawn)
3%	CCN(CC)Cc1c(NC(=O)c2ccccc2)sc(C)c1C
-1%	CN=c1scc(-c2ccc(F)cc2)n1/N=C/c1ccc(O)c(O)c1
8%	Cn1cnnc1SCC(=O)c1cccc([N+](=O)[O-])c1
-1%	COc1ccc(S(=O)(=O)CC(=O)Nc2ccccc2Cl)cc1
-5%	O=C(c1cccc(S(=O)(=O)N2CCc3ccccc3C2)c1)N1CCN(c2ccccc2)CC1
4%	CCOc1ccc(NC(=O)CSc2nc(-c3cccs3)cc(C(F)(F)F)n2)c([N+](=O)[O-])c1
-7%	O=C(/C=C/c1ccc(Cl)cc1)N1CCN(c2ccccn2)CC1
-6%	CCN1CCCC1CNC(=O)C(=O)NC1CC1 (stereo not drawn)
-5%	Cc1ncc([N+](=O)[O-])n1CCOC(=O)NC(NCc1ccccc1Cl)C(Cl)(Cl)Cl (stereo not drawn)
0%	CSc1ccc(CN2C(=O)NC3(CCCCC3)C2=O)cc1
7%	COc1ccc([N+](=O)[O-])cc1N(CC(O)CN1CCCCC1)S(=O)(=O)c1ccc(C)cc1 (stereo not drawn)
1%	CCOC(=O)C1CCN(C(=O)c2cc3c(=O)n4ccccc4nc3n2C)CC1
-5%	CC(C)c1nc(SCC(=O)N2CC(=O)Nc3ccccc32)c2ccccc2n1

Following part.
ERK EGF inh	molecule
-9%	C=C(C(=O)O)[C@@H]1CC[C@@]2(C)CCC[C@](C)(O)[C@@H]2C1
-2%	COc1ccc(S(=O)(=O)N2CCC(C(=O)N3CCOCC3)CC2)cc1
0%	CSc1ccccc1C(=O)N1CCOCC1
6%[57.5 µM]	CCOc1cc(CN2CCCC(CNC(=O)c3ccc(F)cc3)C2)ccc1OC (stereo not drawn)
u	CCN(CC)CCC(c1ccc(N(C)C)cc1)c1c(O)cc(OC)cc1OC (stereo not drawn)
7%[57.5 µM]	CCOC(=O)/C(C#N)=C/Nc1cc(C(=O)OCC)cc2c(OC)c(OC)ccc12
3%[57.5 µM]	O=C(Nc1ccc(O)c2c(=O)cc(-c3ccccc3Cl)oc12)c1ccc(Cl)c(Cl)c1
4%	COc1ccc(OC)c(-c2csc(N(CC3CCCO3)C(=O)Cc3ccccc3)n2)c1 (stereo not drawn)

From PubChem
